Source: PubChem BioAssay (NCI)
All columns: NCI-60 one-dose screen, growth in % after 48 h at 10 µM unless noted; 100 = growth as untreated, 0 = no growth, -100 = all killed.
OVCAR-5: OVCAR-5 ovarian cancer | actives 2.9% (n = 82,000) | AID 1794783
OVCAR-3: OVCAR-3 ovarian cancer; AID 1794787; actives 7% (n = 79,000)
OVCAR-8: OVCAR-8 ovarian cancer. actives 4.4% (n = 81,000). AID 1794782
ACHN: ACHN renal cancer; actives 4.9% (n = 81,000); AID 1794771
SK-OV-3: SK-OV-3 ovarian cancer cells; actives 3.2% (n = 80,000); AID 1794785
RXF 393: RXF 393 renal cancer cells; actives 6.9% (n = 77,000)
IGROV1: IGROV1 ovarian cancer; actives 4.7% (n = 79,000)
A498: A498 renal cancer cells. actives 5.4% (n = 76,000)
OVCAR-4: OVCAR-4 ovarian cancer cells; AID 1794784; actives 3.7% (n = 80,000)
* = called active by the depositor; x = not tested or not shown; & = joins results of further samples; [ ] = dose if it differs, or a comment. How the source made its calls: active means growth percent below 10; inactive means the rest.

structure	OVCAR-5	OVCAR-3	OVCAR-8	ACHN	SK-OV-3	RXF 393	IGROV1	A498	OVCAR-4
N#Cc1c(-c2cccs2)cc(-c2ccc(F)cc2)[nH]c1=O	108.7	110.3	102.1	105.0	111.2	122.7	108.7	100.2	105.8
O=C1NC(=O)C(c2ccccc2)(c2ccccc2)N1	93.8	117.0&121.5	100.1&103.8	108.9&98.5	112.7&105.8	121.2&128.7	96.1	138.2&127.2	114.5&109.7
c1ccc(-c2nc(N3CCOCC3)c3c4c(sc3n2)CCCC4)cc1	94.4	104.2	94.2	94.4	81.9	100.1	96.8	100.4	96.4
C/C(O)=C(/C=N/C(=S)Nc1ccccc1)C(=O)Nc1ccccc1C	117.4	105.4	96.3	103.1	100.9	103.9	105.4	86.1	83.0
CC1(C)CC2(OC2c2ccccc2[N+](=O)[O-])C(=O)c2ccccc21 (centres undefined)	98.3	97.7	112.9	102.9	102.4	93.8	120.7	90.0	97.8
COC1OC(=O)c2ccccc21 (centres undefined)	103.1	110.4	96.0	98.1	100.7	112.3	103.5	93.5	107.9
CCOC(=O)CCCOc1ccc(/C=C2\CC/C(=C\c3ccc(OCCCC(=O)OCC)cc3)C2=O)cc1	105.3	114.5	100.3	107.9	98.7	114.4	125.1	118.1	105.9
COc1nc2ccc(C)cc2cc1Cc1cc(-c2ccccc2)n[nH]c1=O	90.4	101.1	90.2	95.9	99.2	103.7	96.1	92.9	91.7
CCSc1nnc(-c2cnn(CC(O)c3ccccc3)c2N)n1-c1ccccc1 (centres undefined)	110.7	100.6	97.0	108.9	113.1	107.2	109.3	61.9	105.4
COC(=O)Cc1[nH]c(=S)[nH]c1C(=O)OC	114.0	122.0	101.4	110.4	107.6	98.4	112.5	95.3	105.3
N#CC1=C(c2c[nH]c3ccccc23)Nc2nc(N)[nH]c(=O)c2C1c1ccc(Cl)cc1 (centres undefined)	84.7	94.6	78.9	102.3	104.9	97.6	94.2	78.9	82.5
C=C1C(=O)O[C@H]2[C@H]1CC/C(COC(=O)C(=O)c1c[nH]c3ccc(Cl)cc13)=C\CC[C@@]1(C)O[C@@H]21	-36.6*	-95.0*	-30.3*	-84.3*	26.2	-92.9*	-81.0*	-87.4*	-89.3*
Cc1nn(-c2ccccc2)c2nc(C)n(/N=C/c3ccccc3O)c(=O)c12	99.4	104.5	94.8	95.8	102.6	93.2	103.2	67.5	75.1
N#Cc1ccc([N+](=O)[O-])cc1OCCN1CCOCC1	98.2	105.1	110.8	105.8	106.4	117.0	109.7	87.1	103.7
N#C/C(=C\c1ccc(-c2ccccc2Cl)o1)c1nc2ccccc2c(=O)[nH]1	103.4	108.1	99.4	97.8	113.7	111.7	93.6	109.7	102.6
CCCCCCCCCCCl	107.1	109.4	103.5	99.8	98.5	116.5	105.9	99.0	84.6
COc1ccc(OC)c([N+](=O)[O-])c1[N+](=O)[O-]	107.1	109.7	104.5	102.1	103.3	120.1	110.5	98.7	x
COc1cc(/C=C2\COc3ccc(-c4ccccc4)cc3C2=O)cc(OC)c1	105.8	69.0	56.2	88.7	108.0	66.1	90.8	95.5	63.8
COc1ccc(/C=C\c2cc(OC)c(OC)c(OC)c2)cc1OCCCCOc1cc(-c2nc3ccccc3s2)ccc1OC	94.4	89.9	41.5	69.2	94.0	71.4	102.2	98.6	76.8
N#Cc1c(-c2c(Cl)cccc2Cl)[nH]c(=S)[nH]c1=O	110.2	102.6	108.8	126.6	109.3	113.5	106.7	105.8	110.9
CCCCCCCCc1ccc(C(=O)Nc2cccc(O)c2)cc1	100.1	91.2	83.0	57.3	109.3	86.6	85.6	115.4	78.8
O=C1CC(=O)N(c2nnc(/C=C/c3ccco3)c(=O)[nH]2)N1	113.2	x	99.3	104.1	103.4	112.7	98.9	115.6	112.8
CSc1nc2c(c(=O)[nH]1)C(c1ccc3c(c1)OCO3)C1=C(N2)/C(=C/c2ccc3c(c2)OCO3)CN(C)C1 (centres undefined)	103.7	105.9	95.5	90.6	103.0	102.7	118.5	85.1	89.0
CCN(CC)CCOc1ccc(O)cc1	91.1	109.5	107.3	94.2	101.0	115.9	104.5	84.0	113.3
Clc1ccc(-c2cc3ccccc3c3nc4ccccc4nc23)cc1Cl	98.1	107.7	98.5	106.5	97.2	94.3	103.2	114.8	104.6
CC(C)CCC[C@@H](C)[C@H]1CC[C@H]2[C@@H]3CC=C4c5sc(Nc6ccccc6F)nc5CC[C@]4(C)[C@H]3CC[C@]12C	108.0	97.2	103.2	101.6	104.4	123.4	93.5	113.4	112.8
O=C(c1ccccc1)C(O)c1ccccc1 (centres undefined)	95.4	104.0	102.8	107.5	95.7	117.4	101.6	91.1	106.5
COc1ccc2sc3c(NCCCN)nc4ccccc4c3c(=O)c2c1	82.8	-22.4*	0.2*	48.7	x	49.5	58.6	49.8	34.5
CC/C(=C(\c1ccc(OCCN2CCCCC2)cc1)c1ccc(OC(=O)c2ccccc2)cc1)c1ccc(OC)cc1	83.9	94.1	89.6	98.3	98.4	92.5	112.6	39.1	99.0
CCCCC[C@H]1C/C=C2/C(=O)C(Cl)=C[C@@H]2C/C=C\CCCC(=O)O[C@@H](CCCCC)C/C=C2/C(=O)C(Cl)=C[C@@H]2C/C=C\CCCC(=O)O1	-44.4*	-82.7*	-13.9*	-93.0*	-21.4*	-87.5*	-44.4*	-77.4*	16.0
CCCSc1nc2ccc(C)cc2cc1/C=N/O	95.4	95.6	88.4	84.0	91.5	76.2	80.9	92.7	114.4
CCc1ccc(Nc2n[nH]c(-c3cccs3)c2C#N)cc1	103.5	97.3	100.2	85.5	89.8	98.8	64.8	93.0	90.4
CCCN(CCC)/N=C/c1c2c(O)c3c(O)c(C)c4c(c3c1O)C(=O)C(C)(O/C=C/C(OC)C(C)C(OC(C)=O)C(C)C(O)C(C)C(O)C(C)/C=C/C=C(C)C(=O)N2)O4 (centres undefined)	116.2	77.5	81.4	83.0	98.5	81.6	100.9	93.6	84.3
COc1cc2c(c(OC)c1OC)C(=O)CC(c1cccc(C(=O)Nc3cccnc3)c1)O2 (centres undefined)	90.6	106.5	97.9	93.3	111.1	106.8	93.4	97.4	99.9
Nc1nccc(OCCO)n1	101.2	105.5	109.0	108.5	102.0	117.1	106.7	113.7	109.5
O=C(CNc1nnc(-c2ccc(Cl)cc2)o1)Nc1ccc(-c2nc3ccccc3s2)cc1	116.5	97.7	102.9	112.0	116.6	100.2	94.1	82.0	103.2
COc1ccc2oc(=O)c(-c3csc(N/N=C(\C)c4cc(OC)c(OC)c(OC)c4)n3)cc2c1	109.1	110.3	86.2	78.7	171.8	85.7	91.2	145.2	86.5
C[C@]12CCC3c4ccc(O)cc4CCC3C1CC[C@@H]2OC(=O)CCC1CCCC1 (some centres undefined)	101.5	123.2	100.4	96.6	110.9	113.1	105.7	119.1	107.1
COc1ccc2[nH]c(O)c(N=Nc3nc(-c4ccc(C#N)cc4)cs3)c2c1	94.1	8.6*	58.2	22.2	103.9	38.0	77.6	13.2	-46.8*
CCCCOC(=O)c1cc(=O)[nH]c(=O)[nH]1	99.8	106.8	98.9	105.8	103.5	105.3	99.5	105.7	111.5
OCCN1CCCCCC1	96.7	100.2	101.9	98.7	114.5	116.3	92.0	123.1	106.1
OCC(O)C(O)C1OC(O)C(O)C(O)C1O (centres undefined)	95.4	108.8	100.3	88.4	85.8	81.3	104.1	89.7	98.0
C[C@]12CC[C@@H]3c4ccc(O)cc4CC[C@H]3[C@@H]1CC[C@@H]2OC(=O)CCC1CCCC1	112.1	98.2	104.2	115.7	111.6	87.5	115.3	x	99.1
CCCCc1[nH]nc(-c2n[nH]c(CCCC)c2C)c1C	86.6	107.0	104.0	96.3	97.8	107.1	102.9	102.0	96.4
C[C@H]1[C@@H]2[C@H]3CC[C@@H]4[C@@]5(C)C/C(=C/c6ccc(C(F)(F)F)cc6)C(=O)C(C)(C)[C@@H]5CC[C@@]4(C)[C@]3(C)CC[C@]23COC1(C)[C@@H](C(=O)/C=C\c1ccc(C(F)(F)F)cc1)C3	98.9	105.9	108.2	107.0	100.4	97.3	105.7	x	101.9

A different layout for five compounds above.
Each structure is followed by: OVCAR-5	OVCAR-3	OVCAR-8	ACHN	SK-OV-3	RXF 393	IGROV1	A498	OVCAR-4
- CCCSc1nc2ccc(C)cc2cc1/C=N/O
→ 95.4	95.6	88.4	84.0	91.5	76.2	80.9	92.7	114.4
- CCc1ccc(Nc2n[nH]c(-c3cccs3)c2C#N)cc1
→ 103.5	97.3	100.2	85.5	89.8	98.8	64.8	93.0	90.4
- CCCN(CCC)/N=C/c1c2c(O)c3c(O)c(C)c4c(c3c1O)C(=O)C(C)(O/C=C/C(OC)C(C)C(OC(C)=O)C(C)C(O)C(C)C(O)C(C)/C=C/C=C(C)C(=O)N2)O4 (centres undefined)
→ 116.2	77.5	81.4	83.0	98.5	81.6	100.9	93.6	84.3
- COc1cc2c(c(OC)c1OC)C(=O)CC(c1cccc(C(=O)Nc3cccnc3)c1)O2 (centres undefined)
→ 90.6	106.5	97.9	93.3	111.1	106.8	93.4	97.4	99.9
- Nc1nccc(OCCO)n1
→ 101.2	105.5	109.0	108.5	102.0	117.1	106.7	113.7	109.5

Next section
structure	OVCAR-5	OVCAR-3	OVCAR-8	ACHN	SK-OV-3	RXF 393	IGROV1	A498	OVCAR-4
Cc1oc(-c2ccccc2)cc1C(=O)Nc1ccc(F)cc1	105.0	101.2	95.2	100.7	93.1	91.1	85.5	95.8	87.7
CN1CCN(Cc2ccc(NC(=O)c3cncc(C#Cc4c(N)ncc5c(F)cccc45)c3)cc2C(F)(F)F)CC1	-33.3*	-84.8*	-72.8*	-79.0*	2.7*	-91.5*	-69.4*	-1.7*	-59.1*
C/C=C1/CN2CCc3c([nH]c4ccccc34)C2CC1C(Cc1c[n+]2c(c3[nH]c4ccccc4c13)CC1C(C(=O)OC)=COC(C)C1C2)C(=O)OC (centres undefined)	97.3	109.4	97.7	100.9	107.9	106.0	99.6	x	97.6
CCS(=O)(=O)Nc1ccc(-c2ccc(NNC(=O)c3ccccc3)nn2)cc1	109.3	122.0	101.4	104.4	121.7	x	99.8	115.2	99.4
COC(=O)/C=C1/SC(=Nc2ccc([N+](=O)[O-])cc2)N(CCc2c[nH]c3ccc(O)cc23)C1=O	86.4	50.9	38.4	53.4	61.3	27.3	42.6	80.5	45.1
N=c1ncn(C2CCOC2=O)c2nc[nH]c12 (centres undefined)	105.0	111.3	99.4	106.1	108.8	121.3	106.1	113.7	98.8
CCCCCCCCCCCCCCCCCCOc1ccc(CC(=O)OCCC[N+](C)(C)C)cc1	76.9	89.2	85.7	83.2	109.1	48.8	48.4	105.8	55.5
O=C(N=Nc1c(O)[nH]c2c(Br)cc(Br)cc12)Nc1ccc(Cl)cc1	63.7	68.0	93.4	59.2	86.8	106.8	x	95.0	72.6
CCCc1cc(=O)n2c(C(=O)Nc3ccc(F)cc3)c(C(=O)Nc3ccc(F)cc3)sc2n1	74.7[30 µM]	35.3[30 µM]	16.6[30 µM]	48.4[30 µM]	48.5[30 µM]	10.4[30 µM]	72.6[30 µM]	139.0[30 µM]	36.9[30 µM]
N#C/C(=C\c1ccc[nH]1)c1cc(-c2ccc(Cl)cc2)nn1-c1ccccc1	79.7	52.3	x	50.6	73.9	x	56.4	45.1	48.5
FC(F)(F)c1ccc2nc(-c3nnc(-c4ccccc4)o3)c(Cl)nc2c1	101.5	x	99.9	98.5	101.8	105.7	106.8	94.5	99.6
CCOC(=O)C(N=Nc1nn[nH]n1)C(C)=O (centres undefined)	98.8	120.5	107.6	103.6	111.1	101.3	111.4	97.4	106.8
COc1cc(/C=C2\CN(C(=O)OC(C)(C)C)C/C(=C\c3ccc(O)c(OC)c3)C2=O)ccc1O	107.0	98.6	89.6	100.2	105.2	102.3	110.1	104.0	97.6
C=CC[Si](CC=C)(OCC)OCC	99.1	118.7	101.7	102.7	107.6	118.5	107.5	96.9	100.3
N#CC1(C(N)=O)OC12CCS(=O)(=O)c1ccccc12 (centres undefined)	103.2	114.7	103.8	105.4	103.5	109.4	136.5	105.2	104.6
Nc1ccn(C2CC(O)C(CO)O2)c(=O)n1 (centres undefined)	92.4	123.0	105.6	104.0	105.3	x	x	124.3	114.4
CCOC(=O)c1cnn(-c2nc(-c3ccc(F)cc3)c(C#N)c(N3CCOCC3)n2)c1N	95.0	112.9	100.1	95.7	101.3	122.2	102.3	71.3	101.3
CNS(=O)(=O)c1cc(Br)ccc1Br	78.4	104.5	100.7	97.9	96.3	109.2	108.8	103.6	104.3
CC1CN(CCCCO)CCN1 (centres undefined)	93.6	111.9	101.0	100.5	105.1	102.8	105.7	92.4	99.2
COC(=O)/C=C/c1cc(OC(C)=O)c2c(c1)C(C(=O)OC)C(c1ccc(OC(C)=O)c(OC(C)=O)c1)O2 (centres undefined)	50.5	3.0*	-12.5*	34.4	18.8	28.7	20.1	3.8*	49.5
CCOC(=O)c1cn(CC(=O)c2ccccc2)c2nc(NCc3ccc(OC)c(OC)c3)nn2c1=O	102.1	98.4	94.6	89.3	93.7	103.0	104.6	123.8	96.5
Nc1nc(N)c(-c2ccc(Cl)c(Cl)c2)c(CBr)n1	55.3	105.9	75.6	68.4	99.0	90.6	47.5	89.9	107.0
Cc1cc(C)cc(C(=O)c2cc(Cl)ccc2OCCn2c(=O)ccn(CCOc3ccc(C(C)(C)C)cc3)c2=O)c1	98.3	77.1	74.1	72.0	80.9	65.6	60.4	66.7	64.8

The order is random. Share with any hit: about 11%.
